# AmpC inh det: AmpC beta-lactamase inhibition, detergent assay | purified AmpC, nitrocefin hydrolysis with detergent | Potency, µM (highest dose often 28.7 µM), for inactives: top-dose activity change, negative = inhibition | hit rate 0.09% among 71,000 | AID 584; active = well fitted curve in the direction sought with a large enough effect
# Target sequence (P00811 whole entry, looked up): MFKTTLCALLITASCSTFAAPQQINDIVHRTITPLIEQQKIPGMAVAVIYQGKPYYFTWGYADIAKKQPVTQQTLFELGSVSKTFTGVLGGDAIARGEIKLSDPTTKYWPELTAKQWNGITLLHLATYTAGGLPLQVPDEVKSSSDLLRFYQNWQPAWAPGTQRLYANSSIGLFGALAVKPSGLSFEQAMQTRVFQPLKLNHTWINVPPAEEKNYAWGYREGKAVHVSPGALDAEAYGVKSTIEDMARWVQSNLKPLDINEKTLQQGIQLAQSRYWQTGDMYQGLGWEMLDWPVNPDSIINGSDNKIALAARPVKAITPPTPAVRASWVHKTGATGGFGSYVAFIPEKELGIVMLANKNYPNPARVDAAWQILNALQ
#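 E. coli AmpC (5.3 nM) in 20 mM phosphate pH 7.0 with 0.01% Triton X-100, preincubated 15 min RT with compound; nitrocefin (2 uL of 800 uM stock) hydrolysis followed by 480 nm absorbance every 20 s over 4 min.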
# Active calls of the source: *; [ ] = another dose, or the depositor's remark. % is scaled to controls: 0 for no effect and ±100 for the full control effect; potency is read from the fitted curve at half-maximal effect. An excerpt (hit frequency here may not be typical).
SMILES,AmpC inh det
CCOc1ccc(C2c3c(oc4ccccc4c3=O)C(=O)N2CCCN2CCOCC2)cc1OCC (configuration not stated),9.7%
COc1cc(C(=O)NCc2nnc(SCC(=O)N3CCc4ccccc43)o2)cc(OC)c1OC,-4.0%
COc1ccc2[nH]cc(CCNc3ccnc(-c4c(C)noc4C)n3)c2c1,9.6%
COc1ccc(-c2nc3oc4cc(OC)ccc4c(=O)c3c(=O)n2Cc2ccco2)cc1,12.9%
CCCc1nnc(NC(=O)c2cccc(OC)c2)s1,-1.8%
O=C(NCCCN=C1NS(=O)(=O)c2ccccc21)c1ccc(S(=O)(=O)N2CCCCC2)cc1,-3.6%
Cc1cc(C)nc(SCC(=O)Nc2ccc(S(=O)(=O)Nc3onc(C)c3C)cc2)n1,5.1%
COC(=O)Cn1c(CCS(=O)(=O)c2ccc(C)c(C)c2)nc2ccccc21,-0.9%
c1nc(N2CC2)c2cnn([C@@H]3CCCCO3)c2n1,-2.4%[5.75 µM]
CN1C[C@H](CO)C=C2c3cccc4[nH]cc(c34)C[C@@H]21,-2.3%[12.8 µM]
O=C(C1COc2ccccc2O1)N1CCN(c2ccc(F)cc2)CC1 (configuration not stated),-2.8%
Cc1cccn2c(=O)c3cc(C(=O)NCc4cccnc4)c(=N)n(C(C)C)c3nc12,-3.5%
O=C(COc1ccc(Br)cc1)N1CCN(C2CCCC2)CC1,6.0%
N#CCCn1c(=O)c(-c2ccc(F)cc2)nc2cnc(Oc3ccccc3)nc21,1.5%
N#CC1=C(N)C(C#N)(C#N)[C@H](c2ccncc2)[C@H]2CC3(CC=C12)OCCO3,-0.9%
CCc1ccc(NC(=O)C2CC(=O)N=C(N)S2)cc1 (configuration not stated),-0.9%
O=C1c2ccccc2C(Nc2ccc(Cl)cn2)N1c1ccccn1 (configuration not stated),14.8%
COc1ccc(N2CCN(Cc3nc4c(c(=O)n(C)c(=O)n4C)n3Cc3ccccc3C)CC2)cc1,8.7%
COc1ccc(C(=O)Nc2cc(Cl)ccc2Cl)c(OC)n1,-1.9%
CC(=O)c1ccc(OCC(C)C)c(CC(C(N)=O)C(N)=O)c1,10.5%
COC(=O)Cn1c(CN2CCOCC2)nc2c1c(=O)[nH]c(=O)n2C,9.3%
COc1ccc(S(=O)(=O)N2CCN(c3cc(-c4ccccc4)nc4ncnn34)CC2)cc1,-7.2%
CN1CC[n+]2cnc3ccccc3c21,1.0%
COc1cccc(-c2cc(C(=O)N3CCc4ccccc4C3)no2)c1,11.6%
Nc1cc(=O)[nH]c(SCC(=O)Nc2ccc(Br)cc2)n1,1.0%
CC(=O)NC(Cc1ccc(F)cc1)C(=O)O (configuration not stated),1.3%
COc1ccc(Cn2nnc3c(=O)[nH]c(C4CCCN(C(=O)c5ccccc5)C4)nc32)cc1 (configuration not stated),8.7%
O=C(COC(=O)c1n[nH]c2ccccc12)Nc1ccc(S(=O)(=O)N2CCCC2)cc1,-1.2%
C[C@@H]1C=C[C@](Cc2ccccc2)(C(=O)O)N1C(=O)c1ccccc1,13.6%
OC(CN1CCCCC1)Cn1c(C(F)(F)F)nc2ccccc21 (configuration not stated),-4.5%
Cc1ccc(CNC(=O)CCCNC(=O)c2ccc(Cl)cc2)n1C,13.6%
Cc1ccc(C)c(N2CCN(Cc3nnnn3C3CCCCC3)CC2)c1,-1.2%
CCc1ccc(NC(=O)c2cc(-c3ccc(OC)cc3)on2)cc1,0.8%
CCOC(=O)C1C(=O)CC(C)(O)C(C(=O)OCC)C1c1ccc2c(c1)OCO2 (configuration not stated),0.4%
COc1ccc(-c2ccc(Nc3ccc(S(=O)(=O)N4CCCC4)cc3)nn2)cc1OC,-0.4%
Oc1cc(Cl)c(Cl)cc1Cl,5.7%
O=C(O)c1nnsc1COCc1ccccc1,-2.4%[5.75 µM]
OCCCBr,9.2%
CCOCCCNS(=O)(=O)c1cc(Br)cc2c1N(C(=O)C1CC1)CC2,-2.2%
COc1ccc(N2C(=O)C3CCCN3C2c2cccc(C)c2)cc1 (configuration not stated),9.3%
Cc1ccc(-c2nn3nnnc3c3ccccc23)cc1,-5.8%
CCOC(=O)c1cc(C)sc1N1C(=O)C2C3C=CC(C3)C2C1=O (configuration not stated),-2.5%
CCN(CCCNC(=O)c1c(C)cc(=O)oc1C)c1ccccc1,-2.8%
COCCN1Cc2cccc(C(=O)Nc3ccc(C)c(C)c3)c2C1=O,-3.8%
CCCc1cc(=O)[nH]c(Nc2ccc(OC)c(Cl)c2)n1,-6.0%
CC1CN(C(=O)c2ccc(C(=O)c3ccccc3)cc2)CC(C)O1 (configuration not stated),1.3%
CCCn1c(CN2CCCCC2CC)nc2c1c(=O)n(C)c(=O)n2C (configuration not stated),9.2%
CN(C)c1nc(SCC#N)nc(N(C)C)n1,-5.1%
COc1ccc(C(CC(=O)O)NC(=O)c2ccccc2)cc1OC (configuration not stated),-2.0%
COc1cccc(N2C(=O)Nc3ccccc3C2(O)C(=O)NCc2ccc3c(c2)OCO3)c1 (configuration not stated),-3.1%
COCCNC(=O)CN(c1cc(Cl)ccc1OC)S(C)(=O)=O,-3.5%
CCC(C)NC(=O)C1c2ccccc2C(=O)N1Cc1ccccc1OC (configuration not stated),-3.1%
Cc1ccc(OCc2nnc(SCC(=O)c3ccccc3)n2Cc2ccco2)cc1,-2.9%
CCC1CCCCN1C(=O)N[C@@H](Cc1ccccc1)C(=O)O (some centres not stated),2.3%
COc1ccc(Oc2ncc3nc(-c4cc(F)cc(F)c4)c(=O)n(CCC#N)c3n2)cc1,-1.5%
O=C(COc1nnnc2ccccc12)N1CCCc2ccccc21,11.3%
Cc1ccc(S(=O)(=O)NCCCCC(NC(=O)OC(C)(C)C)C(=O)O)cc1 (configuration not stated) (tested in a mixture with another compound),-2.3%
CCOC(=O)N1CCN(CCC(=O)Nc2ccc(OC)cc2)CC1,1.1%
CCn1c(=O)n(CC)c2cc(S(=O)(=O)NCCOc3ccccc3)c(C)cc21,-1.9%
COc1ccc(C2(O)CCN(C(=O)c3c(F)cccc3F)CC2)cc1,0.6%

# (continued)
mol	AmpC inh det
O=Nc1ccc(Nc2ccccc2)cc1	8.3%
Cn1cccc1C(=O)N1CCC[C@@]2(CCN(c3ccccn3)C2)C1	-1.7%
COc1cccc(Cn2c(=O)c(C)nc3cnc(N(C)C)nc32)c1	-0.8%
c1ccc2c(c1)c1ccccc1n2Cn1c2ccccc2c2ccccc21	-3.0%[5.75 µM]
COC(=O)C1=CN(C)C=C(C(=O)OC)C1c1ccc(O)c(OC)c1	-2.6%
Cn1cc(S(=O)(=O)N2CCc3ccccc3C2)c(=O)n(C)c1=O	-1.8%
CCN(CC)S(=O)(=O)c1cc(C(=O)Nc2nncs2)c(Cl)cc1Cl	-3.1%
O=C1NCCCC1C(=O)Nc1cccc(C(F)(F)F)c1 (configuration not stated)	23.6%
O=C(Nc1ccccc1C(=O)NCC1CCCO1)c1ccco1 (configuration not stated)	-2.2%
CC1=C(C(=O)OC(C)C)C(c2cccc(F)c2)N2C(=O)C(C)SC2=N1 (configuration not stated)	-1.9%
CCOC(=O)C1CCCN(C(=O)c2ccc(OC(C)=O)cc2)C1 (configuration not stated)	-3.6%
COc1ccc(-n2cnnc2SCc2cnc(-c3ccccc3)s2)cc1	11.8%
CCOC(=O)C1CCCN(Cc2ccc(OC)cc2OC)C1 (configuration not stated)	25.7%
Cc1cccc(N2C(=O)SC(N(C)c3ccccc3)C2=O)c1 (configuration not stated)	-1.8%
O=C1c2ccccc2C(=O)N1CCCCN(C(=O)c1ccco1)c1ccc(Cl)cc1	-2.2%
COc1ccc(OC)c(NC(=O)CSCC(=O)O)c1	8.9%
O=C(Oc1ccccc1)N1CCC2(CCN(Cc3ccncc3)CC2)CC1	0.7%
CCOC(=O)c1cn[nH]c1N	-1.3%
CC(=O)NC1C(=O)N=C(SCC(=O)NC2CCCCC2)NC1=O (configuration not stated)	-2.1%
Nc1ccc(-c2n[nH]c(=O)c3ccccc23)cc1N	-4.3%
COc1ccc(-c2c3c(=O)n(C)c(=O)n(C)c3c3nnc4ccccc4n23)cc1	-6.1%
COc1cccc(C2=NOC(C(=O)Nc3ccc(C(C)=O)cc3)C2)c1 (configuration not stated)	-3.9%
COc1ccc(CCNC(=O)c2ccc3c(c2)NC(=O)C(N2CCOCC2)S3)cc1OC (configuration not stated)	-3.8%
CCOC(=O)N1CCN(C(=O)CSc2nnc(-c3ccc(Cl)s3)o2)CC1	-3.8%
Cc1[nH]nc2c1/C(=N\O)CC(C)(C)C2	-1.6%
Nc1nnc(-c2ccncc2)s1	-4.2%
CCOC(=O)N1CCN(C(=O)CN(C)S(=O)(=O)c2ccc3c(c2)C(C)(C)C(=O)N3C)CC1	0.1%
O=C(CCN1C(=O)COc2ccccc21)NCCN1CCN(c2ccccc2F)CC1	-1.3%
Cc1ccc(C(=O)NC2CC(C)(C)NC(C)(C)C2)cc1C	3.7%
c1ccc(-c2cc3c(ccc4nonc43)nn2)cc1	-0.5%

# A portion taken from the entries so far:
mol	AmpC inh det
COc1ccc(-c2c3c(=O)n(C)c(=O)n(C)c3c3nnc4ccccc4n23)cc1	-6.1%
COc1cccc(C2=NOC(C(=O)Nc3ccc(C(C)=O)cc3)C2)c1 (configuration not stated)	-3.9%
COc1ccc(CCNC(=O)c2ccc3c(c2)NC(=O)C(N2CCOCC2)S3)cc1OC (configuration not stated)	-3.8%
CCOC(=O)N1CCN(C(=O)CSc2nnc(-c3ccc(Cl)s3)o2)CC1	-3.8%
Cc1[nH]nc2c1/C(=N\O)CC(C)(C)C2	-1.6%

# Among those listed so far, these have bromine:
mol	AmpC inh det
O=C(COc1ccc(Br)cc1)N1CCN(C2CCCC2)CC1	6.0%
Nc1cc(=O)[nH]c(SCC(=O)Nc2ccc(Br)cc2)n1	1.0%
OCCCBr	9.2%
CCOCCCNS(=O)(=O)c1cc(Br)cc2c1N(C(=O)C1CC1)CC2	-2.2%

# More structures
mol	AmpC inh det
O=C(Nc1cc(Cl)ccc1Cl)c1noc2c1CCCC2	10.9%
O=C(CN1CCOCC1)Nc1ccc(Br)cn1	-2.7%
OC(COCc1ccco1)CN1CCN(C(c2ccccc2)c2ccccc2)CC1 (configuration not stated)	-1.5%
CCCCn1c(O)c(C(C)=NCCN2CCCCC2)c(=O)[nH]c1=O	-2.1%
CCOC(=O)Cc1csc(NC(=O)CN(C)S(=O)(=O)c2cccc3cccnc23)n1	10.4%
COc1cccc(C2Nc3ccccc3C(=O)N2O)c1O (configuration not stated)	0.0%
O=C(NCc1cccs1)c1noc2c1CCCCC2	-1.0%
Cc1cccc(NC(=O)Nc2cccc(C#N)c2)n1	2.0%
CC(C)CC(NC(=O)C1CCCN1C(=O)OC(C)(C)C)C(=O)NCC(N)=O (configuration not stated)	9.1%
CC(=O)Nc1ccc(OC(=O)N(C)c2ccccc2)cc1	19.0%

# 3 entries from above, as labelled records:
SMILES: O=C(NCc1cccs1)c1noc2c1CCCCC2
- AmpC inh det = -1.0%
SMILES: Cc1cccc(NC(=O)Nc2cccc(C#N)c2)n1
- AmpC inh det = 2.0%
SMILES: CC(C)CC(NC(=O)C1CCCN1C(=O)OC(C)(C)C)C(=O)NCC(N)=O (configuration not stated)
- AmpC inh det = 9.1%

# Other results follow.
mol	AmpC inh det
CN1CCN(/C=C2\SC(=S)NC2=O)CC1	1.4%
c1cncc(-c2nc3c4ccccc4nc(N4CCC(N5CCCCC5)CC4)n3n2)c1	0.3%
Cc1ccccc1CS(=O)(=O)CCC(=O)NCCCN1CCOCC1	-2.7%
O=C(Nc1ccccc1C(=O)N1CCCCC1)c1cccc(S(=O)(=O)N2CCOCC2)c1	-1.9%
COc1ccc(-n2ccnc2SCC(=O)NCc2ccc3c(c2)OCO3)cc1	-1.4%
COc1cc(OC)cc(-c2nc(-c3ccccc3OC)no2)c1	0.9%
Cc1cc(C)c2cc(CN(Cc3nnnn3C3CCCCC3)CC3CCCO3)c(=O)[nH]c2c1 (configuration not stated)	5.0%
Cc1cc(C(=O)NCc2ccccc2)no1	-4.4%
CCN1C(=O)/C(=C/N(C)c2ccccc2)OC1=S	0.2%
CCOC(=O)N/C(N)=N/c1nc2ccccc2s1	-2.3%
CCSc1nc(-c2ccccc2)c(C#N)c(=O)[nH]1	-0.7%
C=CCSc1nc2c(c(=O)[nH]c(=O)n2C)n1C(C)C	3.2%
COc1ccc(C2CC(=O)N3CN(Cc4ccco4)CSC3=C2C#N)cc1 (configuration not stated)	-2.8%
COC(=O)N1CCC2(CCCN(c3ccncc3)C2)CC1	18.4%
COc1ccccc1C1N(c2cc(Cl)ccc2OC)C(=O)C2CCCN21 (configuration not stated)	8.9%
CCOC(=O)N1CCN(c2c(NCc3ccccn3)c(=O)c2=O)CC1	14.9%
CCOC(=O)c1ccc(NC(=O)CCNc2c(N3CCCC3)c(=O)c2=O)cc1	-3.3%
c1ccc(-n2nnnc2SCc2cn3cccnc3n2)cc1	22.1%
COc1ccc(N2CCN(Cc3nc(N)nc(Nc4ccccc4OC)n3)CC2)cc1	-2.1%
CCOC(=O)N1CCN(C(=O)C2CCC(C(=O)N3CCN(C(=O)OCC)CC3)CC2)CC1 (configuration not stated)	-1.5%
CC(=O)c1c(N2CCN(c3ccccc3)CC2)nc(=S)n(-c2ccccc2)c1C	-0.8%
Cc1ccnc2c(N3C(=O)C4C5C=CC(C5)C4(C)C3=O)cccc12 (configuration not stated)	9.4%
O=C(CCCC(=O)N(CC(=O)NC1CCCC1)Cc1ccc(F)cc1)Nc1ccccn1	-4.0%
COC(=O)C1=C(C)N(c2cccc(C(C)=O)c2)C(=O)C1	-2.5%
CCOc1cc(NC(=O)c2ccco2)c(OCC)cc1NC(=O)CCC(=O)NCc1cccnc1	-2.4%
Cn1nc(-c2ccc(Cl)cc2)c2cc(C(=O)N3CCN(C(=O)c4ccco4)CC3)sc21	12.5%

# Compound activity (PubChem BioAssay)
